Source: PubChem BioAssay (Broad Institute)
DENV2 CPE: DENV2-induced cell death inhibition | CPE inhibition, % at 9.99 µM | AID 651640 | 350,000 tested, 1.7% active | DENV2-infected cells, cytopathic effect rescue, plate reader; in the data active = CPE inhibition above about 20%, passing the limit was not always enough; inconclusive = no clear call, values can overlap the other calls; tested in BHK-21 cells;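 also: 0% = median of neutral control wells and 100% = median of positive control wells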
CASP6 VEID inh: caspase-6 (human) enzyme inhibition | P55212 | purified caspase-6, Z-VEID-R110 cleavage fluorescence | inhibition, % at 12.5 µM | 350,000 tested, 0.53% active | AID 686996;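 active = mean inhibition across replicates at least about 35%, with every replicate also reaching that limit, limit read from the data; inconclusive = only one of the two criteria met; inactive = neither criterion met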;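 also: 0% = median of neutral control wells and 100% = no fluorescence left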
Target sequence (P55212 24-179 limits assumed): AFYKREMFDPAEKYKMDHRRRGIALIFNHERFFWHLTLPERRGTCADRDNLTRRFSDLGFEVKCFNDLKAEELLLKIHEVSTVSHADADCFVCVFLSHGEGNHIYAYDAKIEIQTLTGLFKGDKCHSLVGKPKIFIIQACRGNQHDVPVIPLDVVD
Target sequence (P55212 194-293 limits assumed): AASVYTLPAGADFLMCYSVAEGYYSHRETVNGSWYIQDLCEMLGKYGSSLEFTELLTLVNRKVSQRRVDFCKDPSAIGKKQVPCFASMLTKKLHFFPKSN
PAX8 reporter: lowers PAX8-driven luciferase in RMG-I cells. 360,000 tested, 1.2% active. RMG-I TPO-luciferase reporter, SteadyGlo, 24 h. inhibition, % at 12.6 µM;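 active = mean replicate inhibition at least 60% with every replicate also reaching 60%; inconclusive = only one of the two criteria is met; inactive = mean below 60% and not all replicates reaching 60%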;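 also: luciferase light reporting Pax8 driven TPO promoter activity; plate controls were median of neutral control wells for no effect and mitoxantrone controls for full effect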
ARNT TACC3 PPI: disruptors of human ARNT/TACC3 interaction; AlphaScreen His-ARNT PAS-B/GST-TACC3 binding, luminescence; TACC3 fragment carries E629A point mutation; inhibition, % at 9.99 µM; 390,000 tested, 0.66% active; Q9Y6A5;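 active = mean inhibition of replicates at least 50% and at least half of replicates each reaching 50%; inconclusive = half or more replicates reach 50% but mean below 50%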;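 also: 0% = complete ARNT plus TACC3 wells and 100% = ARNT alone without TACC3; many hits fall short of the cut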
SIRT5 block: sirtuin-5 (human) deacylase inhibition | inhibition, % at 15 µM | Purified SirT5, succinyl-peptide AMC, trypsin-coupled fluorescence | 330,000 tested, 1.1% active | Q9NXA8; in the data active = inhibition above about 15%; inconclusive = no clear call, values can overlap the other calls
Target sequence (Q9NXA8 whole entry, looked up): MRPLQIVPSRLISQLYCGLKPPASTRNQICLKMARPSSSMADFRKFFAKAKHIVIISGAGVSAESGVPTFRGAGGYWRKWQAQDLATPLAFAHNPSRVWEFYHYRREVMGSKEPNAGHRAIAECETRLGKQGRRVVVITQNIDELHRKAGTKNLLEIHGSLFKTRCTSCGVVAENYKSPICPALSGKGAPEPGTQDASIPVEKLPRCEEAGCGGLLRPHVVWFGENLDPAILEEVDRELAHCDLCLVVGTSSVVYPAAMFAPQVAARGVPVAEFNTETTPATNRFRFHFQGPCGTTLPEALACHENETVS
EWS-Fli block: EWS/Fli transcriptional activity inhibition; A673 NR0B1-luciferase reporter, viability-normalised; inhibition, % at 12.6 µM; 350,000 tested, 0.67% active;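 active = mean inhibition of at least 50% after viability correction, with every replicate also passing that limit; inconclusive = mean reaches 50% but only one of two replicates passes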;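 also: firefly luciferase signal divided by Alamar Blue viability fluorescence both relative to DMSO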
LGR2 inh: blocks bursicon-induced cAMP signaling via Drosophila LGR2 | inhibition, % at 9.99 µM | HEK293 LGR2, CRE-luciferase, bursicon-stimulated, 4 h | 380,000 tested, 0.35% active;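 active = drop in luminescence signal, shown as inhibition above about 50% in the replicate tests, limit read from the data, passing the limit was not always enough; inconclusive = probably only some replicates passing the limit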;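 also: agonist challenge used bursicon conditioned medium at about half maximal strength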
Active calls of the source: *; ? = inconclusive; / = not tested or not shown.

Sample of the layout, 15 compounds:
SMILES	DENV2 CPE	CASP6 VEID inh	PAX8 reporter	ARNT TACC3 PPI	SIRT5 block	EWS-Fli block	LGR2 inh
COc1cccc(C#Cc2ccc([C@H]3[C@@H](CO)N4C(=O)CN(C(=O)C5CC5)C[C@@H]34)cc2)c1	-3	-1	-16	/	-4	0	3
CC(C)(C)c1ccc(OCC(=O)N(Cc2cccs2)C2CCS(=O)(=O)C2)cc1 (centres undefined)	-2	1	24	-5	1	18	4
COC(=O)NC1(C(F)(F)F)C(=O)Nc2c1c(=O)n(C)c(=O)n2C (centres undefined)	-9	-1	21	-2	1	-7	/
Cc1nc(-c2ccccc2)c(Cc2ccccc2O)c(=O)[nH]1	7	-2	2	/	-1	9	5
COc1cc(C(=O)NCCCOC(C)C)ccc1OC1CCN(C(C)=O)CC1	-3	1	-16	-2	-3	3	/
CCCCN(CCCC)CC(O)COc1ccc(Br)cc1 (centres undefined)	7	9	1	1	-2	13	5
COc1ccc(C(=O)N2CCN(Cc3ccccc3)CC2)cc1[N+](=O)[O-]	0	0	18	-3	-2	11	18
CC(=O)N1[C@@H](CO)[C@@H](c2ccccc2)C12CN(C(=O)CN1CCOCC1)C2	3	-4	/	/	0	1	10
Cn1nc(C(F)(F)F)c(-c2cccc(C(F)(F)F)c2)c1NC(=O)CSCC(=O)O	-2	-3	-16	7	-1	-6	-6
CCCc1nnc(NC(=O)OCC)s1	0	-2	-5	-6	-4	-1	-2
Cc1ccc(C(=O)NC2CC(C)(C)NC(C)(C)C2)cc1Cl	1	0	13	7	0	5	7
O=C(C[C@@H]1C[C@@H]2c3cc(NC(=O)Nc4ccccc4F)ccc3O[C@@H]2[C@@H](CO)O1)NCCc1ccccc1	-1	1	/	-5	0	2	-7
N#Cc1ccc(CN2CCN(C(=O)c3ccc(S(=O)(=O)NCc4ccco4)cc3)CC2)cc1	-1	4	27	-4	-2	18	9
COc1cc2[nH]c(C(=O)NCCc3ccccc3)cc2c(OC)c1OC	13	0	-32	1	-4	4	12
CCCCNC(=O)C1c2ccccc2OCC(=O)N1CCc1c[nH]c2ccccc12 (centres undefined)	-5	0	-1	/	-10	5	10

The listing, from the start:
SMILES	DENV2 CPE	CASP6 VEID inh	PAX8 reporter	ARNT TACC3 PPI	SIRT5 block	EWS-Fli block	LGR2 inh
COc1cccc(C#Cc2ccc([C@H]3[C@@H](CO)N4C(=O)CN(C(=O)C5CC5)C[C@@H]34)cc2)c1	-3	-1	-16	/	-4	0	3
CC(C)(C)c1ccc(OCC(=O)N(Cc2cccs2)C2CCS(=O)(=O)C2)cc1 (centres undefined)	-2	1	24	-5	1	18	4
COC(=O)NC1(C(F)(F)F)C(=O)Nc2c1c(=O)n(C)c(=O)n2C (centres undefined)	-9	-1	21	-2	1	-7	/
Cc1nc(-c2ccccc2)c(Cc2ccccc2O)c(=O)[nH]1	7	-2	2	/	-1	9	5
COc1cc(C(=O)NCCCOC(C)C)ccc1OC1CCN(C(C)=O)CC1	-3	1	-16	-2	-3	3	/
CCCCN(CCCC)CC(O)COc1ccc(Br)cc1 (centres undefined)	7	9	1	1	-2	13	5
COc1ccc(C(=O)N2CCN(Cc3ccccc3)CC2)cc1[N+](=O)[O-]	0	0	18	-3	-2	11	18
CC(=O)N1[C@@H](CO)[C@@H](c2ccccc2)C12CN(C(=O)CN1CCOCC1)C2	3	-4	/	/	0	1	10
Cn1nc(C(F)(F)F)c(-c2cccc(C(F)(F)F)c2)c1NC(=O)CSCC(=O)O	-2	-3	-16	7	-1	-6	-6
CCCc1nnc(NC(=O)OCC)s1	0	-2	-5	-6	-4	-1	-2
Cc1ccc(C(=O)NC2CC(C)(C)NC(C)(C)C2)cc1Cl	1	0	13	7	0	5	7
O=C(C[C@@H]1C[C@@H]2c3cc(NC(=O)Nc4ccccc4F)ccc3O[C@@H]2[C@@H](CO)O1)NCCc1ccccc1	-1	1	/	-5	0	2	-7
N#Cc1ccc(CN2CCN(C(=O)c3ccc(S(=O)(=O)NCc4ccco4)cc3)CC2)cc1	-1	4	27	-4	-2	18	9
COc1cc2[nH]c(C(=O)NCCc3ccccc3)cc2c(OC)c1OC	13	0	-32	1	-4	4	12
CCCCNC(=O)C1c2ccccc2OCC(=O)N1CCc1c[nH]c2ccccc12 (centres undefined)	-5	0	-1	/	-10	5	10
COCCNC(=O)C1(C)CCN(Cc2cccc(Oc3ccccc3)c2)C1 (centres undefined)	-1	-3	6	/	/	0	-3
C[C@H](CO)N1C[C@H](C)[C@@H](CN(C)Cc2ccc(Oc3ccccc3)cc2)Oc2ccc(NC(=O)Cc3cn(C)c4ccccc34)cc2CC1=O	3	/	65*	34	/	14	23
CN(CC(=O)Nc1ccc(F)c(F)c1F)C(=O)C1CCCN1C(=O)c1cccs1 (centres undefined)	-6	0	12	/	/	0	6
CC1CCc2nn(CC(=O)NCCN3CCOCC3)cc2C1 (centres undefined)	-3	0	7	-2	/	4	3
COc1cc(Cl)ccc1OCc1cc(C(=O)N2CCN(C3CCCCC3)CC2)no1	-5	2	1	/	-4	-10	/
CSCCC(NC(=O)COc1ccccc1)C(=O)OCCOc1ccc(F)cc1 (centres undefined)	-6	2	-8	0	-5	2	6
COC(=O)C1=C(C)N(C)C(=NCc2cc(OC)c(OC)c(OC)c2)NC1c1cccc(Cl)c1 (centres undefined)	?	1	3	/	/	-6	11
COc1ccc(NC(=O)N(C)C[C@H]2Oc3ccc(NS(=O)(=O)c4ccc(Cl)cc4)cc3C(=O)N([C@H](C)CO)C[C@H]2C)cc1	14	-4	/	/	2	3	-4
COc1c2ccccc2c(OC)c2ccccc12	-1	-1	4	-7	-2	-1	1
CCOc1ccc(C(=O)Nc2cc(Cl)ccc2-n2cncn2)cc1OC	?	1	23	-3	3	5	0

Further compounds.
SMILES	DENV2 CPE	CASP6 VEID inh	PAX8 reporter	ARNT TACC3 PPI	SIRT5 block	EWS-Fli block	LGR2 inh
CN(C)CC(=O)N1[C@@H](CO)[C@H](c2ccccc2)C12CN(C(=O)c1cccc(F)c1)C2	49*	-2	-6	/	5	-3	7
CCOc1cc(C(=S)N2CCOCC2)ccc1OS(=O)(=O)c1ccccc1[N+](=O)[O-]	/	/	27	6	/	/	7
O=C(C[C@@H]1CC[C@H]2NC[C@H](O)COC[C@@H]2O1)NCCN1CCCC1	1	-165	-3	/	0	/	-6
O=C(C1CCOCC1)N1CC(=O)N2[C@H](C1)[C@@H](c1ccc(/C=C/c3ccccc3)cc1)[C@@H]2CO	-9	2	2	/	-2	1	19
Cc1cccnc1NC(=O)CCNS(=O)(=O)c1ccc2c(c1)c(=O)n(C)c(=O)n2C	/	-5	18	5	1	5	25
COc1ccc(S(=O)(=O)Nc2ccc3c(c2)C(=O)N([C@H](C)CO)C[C@@H](C)[C@@H](CN(C)CC2CCCCC2)OCCCC[C@H](C)O3)cc1	0	/	17	-8	/	56*	3
O=C(Cn1cnc2c(nnn2-c2ccccc2)c1=O)NCC1CCCO1 (centres undefined)	-7	0	-17	-4	4	-5	-20
O=C(CN1C(=O)NC2(CCCCC2)C1=O)N(Cc1ccco1)Cc1cccs1	-8	4	6	0	0	3	17
CCN(CC(=O)Nc1ccc2c(c1)OCO2)CC(=O)Nc1ccccc1C(F)(F)F	6	0	3	/	-2	-2	-6
COc1ccc(-c2cnc3c(c2)C(=O)N([C@H](C)CO)C[C@H](C)[C@H](CN(C)C(=O)NC2CCCCC2)O3)cc1	?	3	/	/	-5	-2	-20
Nc1ncnc(NNC(=O)CNC(=O)c2c(F)cccc2Cl)c1[N+](=O)[O-]	5	4	6	5	0	-5	27
CC(C)(C)c1ccc(C(=O)N2CCC(C(=O)NC3CC3)CC2)cc1	-5	/	-119	-31	-3	-27	-24
CCOC(=O)C1(Cc2ccccc2)CCN(Cc2cnn(CC)c2)CC1	3	-2	-1	-15	8	-23	-3
CCC(C)Sc1nnc(CSc2nc(C)cc(C)n2)n1C (centres undefined)	0	-3	7	-2	-6	-7	-22
O=C(c1cccnc1)N1C[C@@H]2[C@H](c3ccccc31)[C@H](CO)N2C(=O)Nc1cccc(F)c1	-1	-20	3	1	0	-7	12
COc1ccc(CCNC(=O)C2CC3Cn4c(nc5ccccc54)C3N2c2ccccc2)cc1 (centres undefined)	-5	2	16	/	-1	4	5
C/C=C/c1cnc2c(c1)C(=O)N([C@@H](C)CO)C[C@H](C)[C@H](CN(C)C(=O)NCCC)O2	-9	3	/	-2	-2	-8	10
COc1ccc(S(=O)(=O)N(C)C[C@H]2Oc3cc(C#CC4CC4)ccc3S(=O)(=O)N([C@H](C)CO)C[C@H]2C)cc1	?	-1	/	0	4	13	-8
Cn1cccc1/C=N/N1CCN(c2ccccn2)CC1	3	0	36	/	-2	-15	6
COc1ccccc1N1CCN(C(=O)CN(C)S(=O)(=O)c2ccc(C)cc2)CC1	-3	-1	-10	/	1	-16	-1
COc1ccc(OC)c(S(=O)(=O)NCc2ccccn2)c1	1	0	-45	-2	7	5	12
CCOc1ccc(/C=N/Nc2nc(=O)[nH]nc2C)cc1OC	/	/	-2	29	/	/	-13
C[C@H]1C=C(C(=O)Nc2ccccc2)O[C@@H](OCCCCO)C1	15	0	14	14	4	-33	/
COc1cccc(OC)c1C(=O)NNC(=O)c1ccccc1-n1cccc1	?	0	-7	0	-4	3	-5
Cn1cccc/c1=N\c1cccc[n+]1C	13	-2	13	/	2	4	1

The list goes on; the last two above are carried over.
SMILES	DENV2 CPE	CASP6 VEID inh	PAX8 reporter	ARNT TACC3 PPI	SIRT5 block	EWS-Fli block	LGR2 inh
COc1cccc(OC)c1C(=O)NNC(=O)c1ccccc1-n1cccc1	?	0	-7	0	-4	3	-5
Cn1cccc/c1=N\c1cccc[n+]1C	13	-2	13	/	2	4	1
O=C(CN(c1ccccn1)S(=O)(=O)c1ccc(F)cc1)Nc1ccc(F)cc1F	-3	-2	15	-3	-6	1	16
Cn1c(=O)c2[nH]c(CCCCCCCCc3nc4ccccc4[nH]3)nc2n(C)c1=O	-1	-1	9	/	/	-4	22
Cc1cn2c(nc(=O)c3cccnc32)s1	/	/	12	33	/	/	11
COc1ccc(S(=O)(=O)N/N=C\c2ccc3c(c2)OCO3)c(OC)c1	-5	0	32	2	1	/	-11
Cc1ccc(OCC(COCc2ccccc2)NC(C)C)cc1 (centres undefined)	9	1	-5	-7	/	-1	2
COc1ccc(CNC(=S)NCc2ccc(F)cc2)cc1OC	-4	1	2	1	-2	/	2
COc1ccccc1CNC(=O)CCc1ccccc1	6	1	-11	5	-6	-9	-8
Cc1ncc([N+](=O)[O-])n1CCO	4	3	-25	-3	-2	6	/
C[C@H]1CN([C@@H](C)CO)C(=O)c2cc(NC(=O)CCCN(C)C)ccc2O[C@H]1CN(C)C(=O)Nc1ccc(F)cc1	-7	0	-9	/	/	13	-7
Cc1cc(C(=O)N2CCc3c([nH]c4ccccc34)C2c2cccc(Cl)c2)nn1C (centres undefined)	-6	2	41	-5	-2	13	-36
CC(C)(C)C(=O)NC(=S)Nc1ccccn1	-2	3	-20	-5	-4	-22	14
CC1CC(C)CN(S(=O)(=O)N2CCCC(C(=O)NCc3ccccc3Cl)C2)C1 (centres undefined)	-1	2	19	5	-3	1	12
C[C@@H]1CN([C@H](C)CO)C(=O)c2c(c3ccccc3n2C)-c2ccccc2CO[C@@H]1CN(C)C(=O)Nc1cccc(C(F)(F)F)c1	-4	-4	12	/	-9	11	26
CO[C@H](C(=O)N(C)C[C@H]1OCc2ccccc2-c2ccccc2C(=O)N([C@@H](C)CO)C[C@@H]1C)c1ccccc1	0	5	-9	-6	0	-8	-12
